# CCT modulator: High-Throughput Screening for Modulators of Cytosolic Chaperonin Activity; purified chaperonin ATPase assay, HTRF ADP detection, 30 min; hit rate 0.3% among 360,000; activity change, % (no concentration beside the values), hits read low; in the data active = activity change below about -30%; note: % is set by controls: 0 for no effect and ±100 for the full control effect
#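 ATPase activity: ADP formed was measured by HTRF Transcreener (665/615 nm ratio) after 30 min at 37 deg C with 10 uM ATP. Compounds screened at one 76 uM concentration against 40 or 20 nM TRiC in Tris pH 7.4/KCl/MgCl2/DTT buffer.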
# PTHR1 ag: qHTS for PTHR1 Agonists: Primary Screen. Parathyroid hormone/parathyroid hormone-related peptide receptor (Homo sapiens), Q03431. HEK293 GP2 PTHR1 cells, GloSensor cAMP luminescence, 1 h. Potency, µM (top dose mostly 115 µM), for the others: at the top dose activation, hits mostly activators. hit rate 0.075% among 410,000; note: potency is the fitted concentration of half-maximal effect; nearly all actives have a fitted effect of over 55% in size; some results filed as inactive show a strong effect at the top dose; inactives centre near -15; many of its hits are not listed in these tables
# Target sequence (Q03431 whole entry, looked up): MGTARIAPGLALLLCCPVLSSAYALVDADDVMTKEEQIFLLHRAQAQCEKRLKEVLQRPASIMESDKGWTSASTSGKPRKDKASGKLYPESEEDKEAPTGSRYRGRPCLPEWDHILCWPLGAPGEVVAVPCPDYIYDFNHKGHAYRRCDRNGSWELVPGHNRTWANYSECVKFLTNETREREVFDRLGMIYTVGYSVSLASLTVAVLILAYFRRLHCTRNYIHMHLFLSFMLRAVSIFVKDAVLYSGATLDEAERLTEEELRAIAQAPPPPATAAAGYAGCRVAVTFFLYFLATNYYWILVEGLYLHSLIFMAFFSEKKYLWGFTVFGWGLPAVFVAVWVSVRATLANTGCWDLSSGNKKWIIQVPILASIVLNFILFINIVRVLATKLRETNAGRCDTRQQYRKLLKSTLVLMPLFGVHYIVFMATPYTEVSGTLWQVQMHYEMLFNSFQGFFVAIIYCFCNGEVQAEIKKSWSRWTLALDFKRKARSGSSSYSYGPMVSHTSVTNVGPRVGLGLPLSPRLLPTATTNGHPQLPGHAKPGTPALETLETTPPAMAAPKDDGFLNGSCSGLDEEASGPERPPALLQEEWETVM
#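 HEK-293-derived GP2 cells expressing PTHR1 and a GloSensor cAMP reporter, 3,000/well, plated overnight, given luciferin plus IBMX (each 0.5 mM as added) for 1 h at 37 °C, then compound for 1 h at 37 °C. Luminescence was read after 15 min at room temperature.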
# D3 antag: qHTS of D3 Dopamine Receptor Antagonist: qHTS | D(3) dopamine receptor (Homo sapiens), P35462 | D3R cells, DiscoveRx beta-arrestin luminescence, antagonist mode; stronger effect = lower value | max response, negative = inhibition, % | hit rate 2.5% among 360,000 | AID 652054, 2013; in the data active = max response below about -50%; inconclusive = no clear call, values can overlap the other calls; note: % is set by controls: 0 for no effect and ±100 for the full control effect; mostly tested at two doses, the higher about 12 µM
# Target sequence (P35462 whole entry, looked up): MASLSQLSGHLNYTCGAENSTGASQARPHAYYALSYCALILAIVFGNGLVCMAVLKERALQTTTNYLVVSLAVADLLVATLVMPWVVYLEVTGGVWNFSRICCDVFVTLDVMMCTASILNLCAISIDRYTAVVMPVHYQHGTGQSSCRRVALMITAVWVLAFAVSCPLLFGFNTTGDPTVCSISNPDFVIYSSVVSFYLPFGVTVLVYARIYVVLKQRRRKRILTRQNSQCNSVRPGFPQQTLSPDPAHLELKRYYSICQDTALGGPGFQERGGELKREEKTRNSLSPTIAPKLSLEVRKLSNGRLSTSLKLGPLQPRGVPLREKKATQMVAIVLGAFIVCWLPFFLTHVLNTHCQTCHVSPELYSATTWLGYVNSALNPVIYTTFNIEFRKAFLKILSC
#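 Cells expressing the human receptor were seeded at 1500 cells/well, incubated overnight at 37 degrees C in 5% CO2, then exposed to library compounds with dopamine controls for 90 minutes at 37 degrees C before luminescent detection.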
# EPAC2 agonist: qHTS for Agonist of cAMP-regulated guanine nucleotide exchange factor 4 (EPAC2): primary screen; Potency, µM (doses to about 154 µM), for the others: top-dose activation, actives largely listed as activators; EPAC2 activation, biochemical qHTS; response scale: 100% = 6.5 mM cAMP response; hit rate 0.079% among 360,000; AID 720711, 2013; note: potency is the fitted concentration of half-maximal effect; nearly all actives have a fitted effect of over 50% in size
#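 qHTS, titration series. 100 nM EPAC2 / 250 nM Rap1B-BODIPY-GDP / 50 uM GDP; RT; ex 480/em 540 nm, 5-min reads to 30 min. Norm. to 6.5 mM cAMP = activation.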
# D3 ag: qHTS of D3 Dopamine Receptor Agonist: qHTS; hit rate 0.58% among 410,000; D3R DiscoveRx beta-arrestin cells, luminescence, 90 min; max activation, %; D(3) dopamine receptor (Homo sapiens), P35462; in the data active = max activation above about 30%; note: 0% is about no effect; mostly tested at two doses, the higher about 12 µM
#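 Agonist-mode cell screen: cells plated at 1500/well and incubated overnight at 37 °C, then exposed to library compounds for 90 min at 37 °C. Detection reagent was added for 30–60 min at room temperature, and luminescence was read.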
# pAkt inh: HTS Assay for Inhibitors of Akt Phophorylation: Primary Screen; Neuro2A IGF-stimulated pAkt S473 HTRF, 20 min; stronger effect = lower value; activity change, % for hits at 50 µM; hit rate 0.32% among 360,000; AID 651550, 2012; in the data active = activity change below about -80%; inconclusive = mostly about -51% to -80%; note: % is set by controls: 0 for no effect and ±100 for the full control effect
#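 Neuro2A cells (4,500/well, DMEM with 0.5% FBS) were treated with compound at a single 50 µM final concentration, stimulated with 6 nM IGF for 20 min at 37 °C, and lysed. Phospho-Akt Ser473 was read by HTRF as 665/615 ratio ×10^4.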
# MmCpn inh: Inhibitors of TCP-1 ring complex (TRiC) of Methanococcus maripaludis (MmCpn): qHTS. purified Mm-Cpn ATPase, ADP Transcreener TR-FRET. Chaperonin Mm-Cpn (Methanococcus maripaludis). Potency, µM (highest dose often 76.9 µM), inactives show top-dose activity, negative = inhibition, most hits filed as inhibitors. hit rate 0.031% among 330,000; note: potency is the fitted concentration of half-maximal effect; % is set by controls: 0 for no effect and ±100 for the full control effect; nearly all actives have a fitted effect of over 80% in size
#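 25 nM Mm-CPN + cpd, 10 min 37°C; + 10 uM ATP, 30 min 37°C; buffer 30 mM Tris pH 7.4, 100 mM KCl, 5 mM MgCl2, 1 mM DTT; Transcreener ADP HTRF detection 30 min RT.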
# EPAC2 antagonist: qHTS for Antagonist of cAMP-regulated guanine nucleotide exchange factor 2 (EPAC2): primary screen | Rap guanine nucleotide exchange factor 4 (Homo sapiens), Q8WZA2 | hit rate 0.18% among 360,000 | AID 720708, 2013 | Potency, µM (series often up to 114 µM), for the others: top-dose activity, negative = inhibition, actives largely listed as inhibitors | EPAC2 GEF exchange of Rap1B-BODIPY-GDP, fluorescence; note: potency is the fitted concentration of half-maximal effect; % is set by controls: 0 for no effect and ±100 for the full control effect; nearly all actives have a fitted effect of over 45% in size; many of its hits are not listed in these tables
# Starred values were filed as active, the others as inactive; i = inactive; ? = inconclusive; · = no result given; & = joins results of further samples; [ ] = dose if it differs, or a comment. Unless noted, calls come from the whole dose curve; as a rule, active = well fitted curve in the direction sought with a large enough effect; inconclusive = small, poorly fitted or top-dose-only effect, or another doubt; inactive = no such curve, though single readings can be large; an effect the other way counts as inactive or inconclusive.
# Every second line gives: CCT modulator	PTHR1 ag	D3 antag	EPAC2 agonist	D3 ag	pAkt inh	MmCpn inh	EPAC2 antagonist
> C[C@@H]1CC=C[C@@H]2[C@H]1C(=O)N(Cc1ccccc1)[C@H]2c1ccccc1Br
 : 0.6	i	4	8%	-5	i	3%	25µM*
> CC1CCc2c(sc(NC(=O)Cn3nc(C(F)(F)F)c4c3CCCCC4)c2C#N)C1 (stereo not drawn)
 : -1.0	i	-10	3%	-9	i	1%	-2%
> CC1(C)CC2(CCCN(CC(O)(c3ccccc3)c3ccccc3)C2)CCO1 (stereo not drawn)
 : -0.1	-9%	-13	0%	-6	i	-2%	-9%
> CCOc1cc(/C=N\NC(=O)Cn2nc([N+](=O)[O-])cc2C)ccc1OCc1cccc2ccccc12
 : -1.5	i	17	-7%	1	i	-1%	2%
> O=C(c1ccc(N2CCCCC2)c([N+](=O)[O-])c1)N1CCN(c2ccccn2)CC1
 : 0.0	-2%	-5	14%	-3	i	-3%	3%
> Nc1nc(CSc2nc3ccccc3s2)nc(N2CCOCC2)n1
 : 0.5	-5%	10	2%	-2	i	1%	-1%
> Cc1cc(C)c(NC(=O)Cc2ccc(-n3cccc3)cc2)c(C)c1
 : -2.1	i	12	3%	3	i	0%	0%
> COc1ccc(Cc2nnc(NC(=O)c3ccccc3[N+](=O)[O-])s2)cc1
 : -0.3	-25%	-11	15%	-4	i	0%	1%[57.1 µM]
> COC(=O)c1cc(=O)nc2sc(-c3ccccc3)nn12
 : 0.5	i	4	3%	-11	i	-1%	15%
> COc1ccc(NC(=O)C2=C(C)NC(=O)NC2c2ccccc2[N+](=O)[O-])cc1 (stereo not drawn)
 : 1.1	i	-22	13%	-7	i	-4%	0%
> COc1ccc(N(C(=O)COc2ccccc2)C2C=CS(=O)(=O)C2)cc1 (stereo not drawn)
 : -0.8	10%[57.5 µM]	6	10%	-1	i	1%	-7%
> COc1cc(NC(=O)C2CCCN(S(=O)(=O)c3ccc4c(c3)oc(=O)n4C)C2)cc(OC)c1 (stereo not drawn)
 : 2.2	15%	-5	9%	-7	i	-1%	-9%
> COc1cc(N)n(S(=O)(=O)c2ccc(C)cc2)n1
 : 1.1	-21%	-5	-4%	18	i	·	2%
> COc1ccc(-c2csc(C(O)c3ccc(OC)cc3)n2)cc1 (stereo not drawn)
 : 0.2	-32%	16	18%	11	i	·	-21%
> Cc1cc(C)cc(NS(=O)(=O)c2ccc3oc(=O)ccc3c2)c1
 : -31*	i	?	9%	-4	i	2%	-4%
> Cc1cc(NC(=O)Cn2cnc3c(nnn3-c3ccc(C)c(Cl)c3)c2=O)no1
 : -1.4	i	3	8%	7	i	-1%	-1%
> O=C1CC(=O)Nc2cc(S(=O)(=O)Nc3ccc(Cl)c(C(F)(F)F)c3)ccc2N1
 : -1.0	-17%	34	-6%	5	i	0%	35µM*
> Cc1nnc(SCCC(=O)Nc2ccccc2Cl)o1
 : 1.2	24%	-20	5%	-5	i	1%	1%
> CCn1c(SCC(=O)N2CCCC2=O)nnc1-c1cccs1
 : -0.7	-2%	-5	14%	-2	i	-1%	2%
> Cc1ccc(NC(=O)CCSc2nnc(Cc3ccccc3)o2)cc1
 : -2.0	i	0	9%	-1	i	1%	4%
> CCOC(=O)Cc1csc(SCC(=O)c2c(N)n(CC(C)C)c(=O)n(C)c2=O)n1
 : -2.5	-29%[57.5 µM]	36	8%	-2	i	-2%	-7%
> CCOc1ccccc1Nc1nnc(SCC(=O)NC(=O)c2cccn2C)s1
 : 0.0	-18%	?	15%	-8	i	-2%	7%
> C=CCNC(=O)CSc1nnc(-c2ccccc2Br)n1-c1cccc(C(F)(F)F)c1
 : -1.2	i	8	-3%	0	i	2%	-1%
> COc1ccc(/C(O)=C2/C(=O)C(=O)N(c3ccccn3)C2c2ccc(F)cc2)cc1 (stereo not drawn)
 : 0.5	-16%	3	-2%	0	i	-3%	-15%
> COc1cccc(COC(=O)c2nn(-c3ccccc3)nc2N)c1
 : -2.8	25%	-2	1%	-3&5	i	1%	-16%
> COc1ccc(NC(=O)c2ccc3nc(C)sc3c2)cc1
 : -3.0	-48%[inhibitor]	-20	5%	0	i	-4%	10%
> CCN(CC(=O)Nc1c(F)cccc1F)C(=O)c1cc2ccccc2oc1=O
 : 2.3	i	5	7%	-8	i	?	9%
> Cn1c(SCc2cccc(Br)c2)nc2c1c(=O)[nH]c(=O)n2C
 : -1.9	-19%	1	6%	10	i	-3%	-3%
> N#Cc1ccc(CN2CCN(C(=O)CNC(=O)Cc3ccccc3)CC2)cc1
 : -1.3	-35%[inhibitor]	0	15%	0	i	0%	-20%
> NNC(=O)CCc1nc2ccc(O)cc2[nH]1
 : -1.6	i	-4	29%	0	i	2%	1%
> COc1ccc(C(=O)NC2CCCCC2)cc1S(=O)(=O)N1CCOCC1
 : -3.6	-10%	-4	11%	-7	i	2%	-10%
> CSCCC(NC(=O)OCc1ccccc1)NC(=O)OCc1ccccc1
 : 1.2	i	1	6%	0	i	·	-2%
> COc1ccc(CCNC(=S)c2ccccc2)cc1OC
 : -0.9	-28%	17	5%	4	i	-2%	-13%
> O=C(Cn1nnc(-c2ccccc2Cl)n1)N/N=C/c1ccc(-c2cccc(Cl)c2)o1
 : -0.7	-1%	?	3%	3	i	-1%	-4%
> CCN(CC)CCCOc1nc(C)nc2c1oc1ccccc12
 : -0.2	-7%	-24	-5%	-10	i	-5%	1%
> COc1ccc(/C=C2\SC(=O)N(CC(=O)NNC(=O)c3ccccc3O)C2=O)cc1OC
 : -3.0	-8%	-18	5%	4	i	-1%	-3%
> O=C(CCCc1nc2ccccc2s1)NCc1ccccc1
 : -3.0	i	4	1%	-2	i	2%	-1%
> Cc1ccc(S(=O)(=O)N2CCN(c3ccc(C(F)(F)F)cc3[N+](=O)[O-])CC2)cc1
 : -1.5	-15%	25	10%	-15	i	1%	2%
> Cc1cccc(C(=O)NNC(=O)CCC(=O)Nc2cccc(Cl)c2C)c1
 : -0.9	-4%	21	-1%	1	i	-2%	16%
> CCCc1nc(SCC(=O)N2CCCC2)c2c(=O)n(C)c(=O)n(C)c2n1
 : -4.8	-9%	14	2%	4	i	2%	-2%
> C=C(C)C(=O)OCC(C)C
 : 0.1	i	0	10%	21	i	-6%	-6%
> NC1=NC(c2ccccc2)=NC1(NC(=O)c1ccccc1)C(Cl)Cl (stereo not drawn)
 : 1.3	-12%	-19	-1%	1	i	1%	2%
> O=C(Nc1ccc(NC(=O)c2sc3ccccc3c2Cl)cc1)c1ccco1
 : -1.7	-8%	-8	15%	-4	i	1%	4%
> COc1ccc(S(=O)(=O)Nc2ccc3ccccc3c2)cc1C
 : -2.2	-6%[57.5 µM]	-15	28%	3	i	-1%	0%
> CS(=O)(=O)Nc1ccc(C(=O)CSc2nnc(C3CC3)n2C2CC2)cc1
 : -1.8	i	3	-6%	3	i	3%	18%
> CCn1c(SCCC(=O)O)nnc1-c1cccnc1
 : -1.9	i	-6	7%	-6	i	-2%	1%
> COCC(C)n1c(C)cc(C(=O)COC(=O)/C=C/c2cccc(F)c2)c1C (stereo not drawn)
 : -0.3	-22%	6	12%	1	i	-5%	2%
> O=C(Nc1nnc(SCC(=O)N2CCOCC2)s1)c1ccccc1Cl
 : -0.9	-14%[57.5 µM]	5	0%	-2	i	-2%	7%
> CN(C(=O)CSc1nncn1C)C1CCCN(Cc2ccccc2F)C1 (stereo not drawn)
 : 0.0	i	-10	10%	-4	i	1%	-4%
> CCOc1ccccc1NC1c2ccccc2C(=O)N1c1cccnc1 (stereo not drawn)
 : -1.2	-13%[57.5 µM]	-10	8%	-3	i	-2%	1%

# Next compounds follow:
# Every second line gives: CCT modulator	PTHR1 ag	D3 antag	EPAC2 agonist	D3 ag	pAkt inh	MmCpn inh	EPAC2 antagonist
> COc1ccc(N2CCN(C(=O)CNC(=O)c3cn(-c4ccccc4OC)c(=O)c4ccccc34)CC2)cc1
 : 2.4	i	2	0%	1	i	2%	6%
> CCN(CC)C(=O)C1=C(C)NC(=S)NC1c1cn(-c2ccccc2)nc1-c1ccc(Cl)cc1 (stereo not drawn)
 : -3.1	-19%[57.5 µM]	6	5%	5	i	-8%	-1%
> O=C(NC1CCCCC1)c1ccc(CNc2c(N3CCOCC3)c(=O)c2=O)cc1
 : -3.8	2%	-12	5%	-6	i	-1%	4%
> CC1Cc2ccccc2N1C(=O)CSc1nnc(CSc2ncccn2)n1C (stereo not drawn)
 : -1.5	-2%[57.5 µM]	-16	-3%	5	-81%*	0%	7%
> CSc1ccccc1NC(=O)CN(C)CC(=O)Nc1ccc(S(=O)(=O)N2CCCC2)cc1
 : -1.5	i	1	0%	10	i	1%	1%
> Cc1nc2n(COCCO)cnn2c(=O)c1Br
 : -0.3	i	2	14%	0	i	2%	-2%
> CCc1ccc(NC(=O)COc2ccc(F)cc2C(=O)c2cnn(-c3ccccc3)c2)cc1
 : -8.8	i	29	2%	2	i	0%	-1%
> COCC(C)NC(=O)/C=C/c1ccc(OC)cc1 (stereo not drawn)
 : 0.1	-1%	-3	4%	4	i	-1%	5%[57.1 µM]
> N#Cc1cc2c(nc1SCC(=O)O)CCCC2
 : -2.7	-18%	-14	1%	-9	i	-5%	11%
> O=c1cc(O)c2sc3nc4c(c(C(F)(F)F)c3c2[nH]1)CCCCC4
 : -1.2	-14%	-1	2%	-6	i	-6%	-9%

# Fetched by compound from above:
# Every second line gives: CCT modulator	PTHR1 ag	D3 antag	EPAC2 agonist	D3 ag	pAkt inh	MmCpn inh	EPAC2 antagonist
> COc1ccc(/C(O)=C2/C(=O)C(=O)N(c3ccccn3)C2c2ccc(F)cc2)cc1 (stereo not drawn)
 : 0.5	-16%	3	-2%	0	i	-3%	-15%
> CCN(CC)CCCOc1nc(C)nc2c1oc1ccccc12
 : -0.2	-7%	-24	-5%	-10	i	-5%	1%

# Compound activity (PubChem)

# The list is partial; the hit share may differ from the screen's.
